Source: PubChem
AmpC inh no detg: blocks E. coli AmpC beta-lactamase in detergent-free assay; P00811; AmpC nitrocefin hydrolysis, absorbance 480 nm, 0.0001% Triton; Potency, µM (highest dose often 57.1 µM), for the others: top-dose activity change, negative = inhibition, actives largely listed as inhibitors; actives 0.52% (n = 330,000);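 note: potency is the fitted concentration of half-maximal effect; plate controls were no compound for no effect and no enzyme for full effect; nearly all actives have a fitted effect of over 20% in size; some results filed as inactive show a strong effect at the top dose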
Target sequence (P00811 whole entry, looked up): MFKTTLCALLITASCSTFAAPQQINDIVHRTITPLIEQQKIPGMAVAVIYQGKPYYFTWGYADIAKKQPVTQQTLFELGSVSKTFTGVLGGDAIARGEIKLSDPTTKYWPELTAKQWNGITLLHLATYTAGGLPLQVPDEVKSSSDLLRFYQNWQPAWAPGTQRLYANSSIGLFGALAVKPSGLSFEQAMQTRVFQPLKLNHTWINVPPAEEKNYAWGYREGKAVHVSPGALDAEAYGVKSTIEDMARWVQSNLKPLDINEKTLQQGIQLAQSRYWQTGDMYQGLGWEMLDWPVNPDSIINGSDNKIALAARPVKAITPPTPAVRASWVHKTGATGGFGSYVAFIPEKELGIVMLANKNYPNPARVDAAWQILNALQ
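20 mM phosphate pH 7.0 + 0.01% (detergent screen) or 0.0001% Triton X-100; 5.3 nM AmpC reagent; cpd preinc 15 min RT; nitrocefin (800 uM stock) to start; A480 q20 s × 4 min; Activity was normalised to no-enzyme and no-compound control wells.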
AMA1 RON2 block: AMA1-RON2 (P. falciparum) interaction inhibition; AlphaScreen AMA1-biotinylated RON2 peptide binding; Potency, µM (doses to about 58.2 µM), inactives show top-dose activity change, negative = inhibition, most hits filed as inhibitors; actives 0.2% (n = 360,000);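 note: potency is the fitted concentration of half-maximal effect; 0% = vehicle wells and -100% = peptide control; nearly all actives have a fitted effect of over 45% in size; some results filed as inactive show a strong effect at the top dose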
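AMA1 (3D7) with his tag at 25 nM final met compounds first, then biotinylated RON2 peptide at 25 nM; detection used donor plus acceptor beads, 10 µg/mL apiece, read by AlphaScreen after 30 min at room temperature.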
Sm TGR block: blocks Schistosoma mansoni thioredoxin glutathione reductase | Q962Y6 | purified TGR, DTNB reduction, TNB absorbance 405 nm | Potency, µM (doses to about 114 µM), inactives show at the top dose activity change, negative = inhibition, hits mostly inhibitors | actives 3% (n = 360,000); note: potency is the fitted concentration of half-maximal effect; nearly all actives have a fitted effect of over 60% in size
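Kinetic colorimetric format: TGR-catalysed, NADPH-driven DTNB reduction monitored via TNB absorbance. Enzyme dispensed at 20 nM; compound exposure 15 min at room temperature before reaction start.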
Tb PYK inh: T. brucei pyruvate kinase inhibition; Q57TT1; TbPYK enzyme, Kinase-Glo Plus ATP luminescence, 45 min; Potency, µM (highest dose often 76.8 µM), without a hit: at the highest dose activity, negative = inhibition, most hits filed as inhibitors; actives 0.12% (n = 410,000); AID 624173; note: potency is the fitted concentration of half-maximal effect; nearly all actives have a fitted effect of over 50% in size
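Readout: single end-point luminescence (Kinase-Glo Plus, 10 min). Reaction conditions were TbPYK/substrate plus 130 uM ADP, 45 min at RT, pH 7.2 TEA buffer. No-enzyme wells served as controls, and data were normalized before concentration-response fitting.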
AmpC inh detg: inhibitors of E. coli AmpC beta-lactamase with detergent; Potency, µM (titrated, usually from 114 µM), without a hit: at the top dose activity change, negative = inhibition, most hits filed as inhibitors; actives 0.041% (n = 370,000); AmpC hydrolysis of nitrocefin, absorbance 480 nm, 0.01% Triton; P00811; AID 485294;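 note: potency is the fitted concentration of half-maximal effect; 0% = no-compound wells and -100% = no-enzyme wells; nearly all actives have a fitted effect of over 25% in size; some results filed as inactive show a strong effect at the top dose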
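AmpC (5.3 nM in the dispensed reagent) in 20 mM phosphate pH 7.0 with 0.01% (detergent screen) or 0.0001% Triton X-100 was preincubated with compounds for 15 min at room temperature. Nitrocefin was then added from an 800 uM solution, and hydrolysis was followed at 480 nm.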
HCMV inh: inhibitors of human cytomegalovirus | AID 1259415 | actives 4.5% (n = 410,000) | HFF cells, HCMV-luciferase reporter, 72 h; active compounds read low | activity change, negative = inhibition, % at 57.5 µM; in the data active = activity change below about -60%; inconclusive = no clear call, values can overlap the other calls; inactive = above about -39%
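Screen run at 2 compound doses on HFFs infected with reporter HCMV, MOI 1 PFU/cell. Luciferase activity from cell lysates at 72 h post infection gave inhibition relative to buffer-only and Salinomycin wells.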
LmPK inh: LmPK (Leishmania mexicana) enzyme inhibition | Q27686 | purified LmPK, Kinase-Glo ATP luminescence, 1 h | Potency, µM (titrated, usually from 57.5 µM), inactives show at the top dose activity change, negative = inhibition, usual class: inhibitors | actives 0.37% (n = 290,000) | AID 1721; note: potency is the fitted concentration of half-maximal effect
Target sequence (Q27686 whole entry, looked up): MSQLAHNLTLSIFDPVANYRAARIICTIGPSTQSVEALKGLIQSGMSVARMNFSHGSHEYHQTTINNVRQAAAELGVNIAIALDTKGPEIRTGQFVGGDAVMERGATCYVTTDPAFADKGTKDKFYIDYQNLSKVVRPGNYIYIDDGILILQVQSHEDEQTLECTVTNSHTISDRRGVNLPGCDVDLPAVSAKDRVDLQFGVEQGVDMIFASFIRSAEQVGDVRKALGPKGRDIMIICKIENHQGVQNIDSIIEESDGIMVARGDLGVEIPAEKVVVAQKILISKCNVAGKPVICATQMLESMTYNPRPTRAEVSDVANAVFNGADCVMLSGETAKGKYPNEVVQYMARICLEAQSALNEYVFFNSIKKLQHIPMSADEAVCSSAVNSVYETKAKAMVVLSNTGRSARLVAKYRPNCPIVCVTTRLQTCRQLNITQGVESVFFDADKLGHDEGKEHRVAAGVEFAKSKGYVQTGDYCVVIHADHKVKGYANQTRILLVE
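0.1 nM LmPK, 0.5 mM PEP, 0.1 mM ADP; 50 mM imidazole pH 7.2, 7 mM MgCl2, 50 mM KCl; 1 h RT. Kinase-Glo luminescence readout, normalized to no-enzyme (full inhibition) and uninhibited wells.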
The depositor's hits bear a star; ? = inconclusive; · = no result given; & = joins results of further samples; [ ] = remark or other dose. Unless noted, calls come from the whole dose curve; as a rule, active = well fitted curve in the direction sought with a large enough effect; inconclusive = small, poorly fitted or top-dose-only effect, or another doubt; inactive = no such curve, though single readings can be large; an effect the other way counts as inactive or inconclusive. Unless noted, % is set by controls: 0 for no effect and ±100 for the full control effect.

Results follow in this order: AmpC inh no detg, AMA1 RON2 block, Sm TGR block, Tb PYK inh, AmpC inh detg, HCMV inh, LmPK inh
CCCn1nnnc1NCc1ccccc1OCc1ccc(F)cc1
 : -24%, 0%, 7%, 1%, -14%, -33, 2%
N#Cc1ccc(S(=O)(=O)N2CCC(C(=O)N3CCN(Cc4ccc5c(c4)OCO5)CC3)CC2)cc1
 : 154%[activator], 8%, -2%, 5%, -8%, ?, ·
CCOC(=O)c1ccc(NC(=O)c2c(C)nn(-c3ccc(F)cc3)c2-n2cccc2)cc1
 : ·, ·, 2%, -4%, 10%, -5, ·
O=C(O)CCC(=O)N(Cc1ccco1)C1CC(=O)N(c2ccccc2)C1=O (stereo not given)
 : -3%, -2%, -35%, 0%, -6%, 12, -4%
CCC(Sc1ncccc1C(=O)OCCN1CCCC1=O)C(=O)NCc1ccco1 (stereo not given)
 : 74%[activator], 4%, 45µM*, -7%, -5%, 10, 4%
Cc1ccc(C(=O)n2c(N)nc3ccccc32)cc1
 : -32%, 61%[activator], ·, -25%, -10%, ?, 5µM*
CCOc1ccc(NC(=O)CC2C(=O)Nc3ccccc3N2C(=O)c2ccccc2)cc1 (stereo not given)
 : -17%, 0%, 0%, -10%, 4%, 17, -3%
COc1ccc2c(-c3ccccc3)cc(SCC(=O)NC(N)=O)nc2c1
 : -43%, 1%, 3%, -1%, ?, -10, 4%
COc1ccccc1NC(=O)c1c([N+](=O)[O-])c(C(C)(C)C)nn1C
 : 26%, -14%, 7%, 3%, -5%, -68*, 9%
O=C1N(c2ccccc2)C2CS(=O)(=O)CC2N1c1ccc(Cl)c(Cl)c1 (stereo not given)
 : -15%, 0%, 30%, 1%, -2%, -7, 5%
COc1ccc(-c2ccc(NC(=O)c3ccco3)cc2)nn1
 : -21%, -8%, 50µM*, ?, -14%, 7, ·
O=C(NCC1CCCCC1)c1ccc2nc([C@H]3C[C@H](O)[C@@H](CO)O3)[nH]c2c1
 : ·, 10%, ·, -3%, ·, 11, ·
COC(=O)CCSCC(=O)N1N=C(c2ccc(OC)cc2)CC1c1cccc(OC)c1OC (stereo not given)
 : 169%[activator], -15%, 9%, -1%, 0%, 39, 10%
CC(C)C(=O)NC(c1cccc([N+](=O)[O-])c1)c1ccc2cccnc2c1O (stereo not given)
 : -27%, 1%, -28%, -8%, ?, -105*, 6%
Cc1ccc(O)c(N=Nc2ccc(S(=O)(=O)N3CCOCC3)cc2)c1
 : 15%, -20%, 0%[57.1 µM], 0%, 0%, ?, -1%
Cn1c(=O)n(Cc2ccccc2Cl)c(=O)c2c1[nH]c(=S)n2C
 : 0%, -7%, -21%, 7.9µM*, -4%, -17, -1%
CC12CCC(C(=O)Nc3ccc(Br)cn3)(OC1=O)C2(C)C (stereo not given)
 : 3%, -12%, 6%, 1%, 0%, -18, 1%
COc1ccc(OC)c(C(O)c2ncc(-c3ccccc3OC)[nH]2)c1 (stereo not given)
 : ·, -10%, ·, 0%, ·, 60, ·
COc1ccc(-c2coc3cc4oc(=O)cc(-c5ccccc5)c4cc23)cc1F
 : -10%, 1%, 1%, -6%, 12%, ?, 6%
CS/C(N)=N/N=C/c1ccc([N+](=O)[O-])cc1
 : -24%, -1%, -10%, -6%, -11%, 45, -11%
CCc1ccc(NC(=O)N2CCN(Cc3nc4ccc(C)cc4o3)CC2)cc1
 : ·, ·, 1%, -1%, 1%, -6, ·
Cc1cccc(NC(=O)Nc2ccc(C#N)cc2)n1
 : -15%, 3%, -1%, 4%, ?, -84*, 1%
Cn1c(=O)c2c(ncn2CCOc2cccc(Br)c2)n(C)c1=O
 : 34%, 0%, 50%[activator], 0%, 0%, -71*, 7%
CCCCN(CCCC)CC(O)COc1ccccc1C(=O)Nc1ccccc1 (stereo not given)
 : -20%, -9%, ·, -2%, -3%, -28, 1%
O=C(Nc1cccc(C(F)(F)F)c1)c1cc2c(s1)-c1ccccc1OC2
 : -17%, 6%, -5%, 2%, -4%, 32, -2%
CCn1c(C)nc2cc(C(=O)N/N=C/c3ccc(O)cc3)ccc21
 : -19%, -10%[2.32 µM], 1%, 6%, -3%, 41, -1%
COc1ccc(NC(=O)Nc2ccc(F)cc2)c(C)c1
 : -17%, -2%, 3%, -12%, 2%, 1, 0%
Cc1cc(-c2nnc(SCC(=O)c3ccc4c(c3)OCCO4)o2)no1
 : -7%, 9%, 2%, -3%, -9%, -24, 5%
CC(=O)c1ccc(NC(=O)Nc2ccc3c(c2)nc(C)n3C)cc1
 : -35%, 1%, 4%[57.1 µM], 5%, -1%, -24, -9%
NCc1csc(NC(=O)Nc2cccc(C(F)(F)F)c2)n1
 : ·, 86%[activator], ·, 3%, ·, -3, ·

One compound at a time, from the list above. Screens in order: AmpC inh no detg	AMA1 RON2 block	Sm TGR block	Tb PYK inh	AmpC inh detg	HCMV inh	LmPK inh
`CC12CCC(C(=O)Nc3ccc(Br)cn3)(OC1=O)C2(C)C` (stereo not given) reads 3%	-12%	6%	1%	0%	-18	1%
`O=C(Nc1cccc(C(F)(F)F)c1)c1cc2c(s1)-c1ccccc1OC2` reads -17%	6%	-5%	2%	-4%	32	-2%

Carrying on:
Results follow in this order: AmpC inh no detg, AMA1 RON2 block, Sm TGR block, Tb PYK inh, AmpC inh detg, HCMV inh, LmPK inh
CCN(CC)c1cc(C)c2cc(NC(=O)c3ccccc3OC)ccc2n1
 : 61%[activator], 28%, -6%&0%, -1%&7%, -8%&1%, -60*, 4%
COc1ccc(C2C(C(=O)N3CCC(C(N)=O)CC3)CC(=O)N2c2ccc(OC)cc2)cc1 (stereo not given)
 : -4%, 9%, -3%, 1%, -2%, 9, 6%
Cc1n[nH]c(C)c1S(=O)(=O)N1CCCC(C(=O)NC2CCCCC2)C1 (stereo not given)
 : 2%, 0%, 16%, -17%, 6%, 22, 0%
c1ccc(NCCCNc2ccccc2)cc1
 : -14%, ?, 1%, -1%, -7%, ?, 7%
COc1ccc(C(=O)Nc2c(N)nc(SCC(=O)N3CCC(C)CC3)[nH]c2=O)cc1OC
 : -17%, 27%, 0%, 3%, -8%, 6, 1%
Cc1cc(NC(=O)CSc2ccc3nnc(CCNC(=O)c4ccccc4)n3n2)no1
 : -42%, -3%, 3%, 7%, -5%, -26, 7%[11.5 µM]
COc1cccc(NC(=O)CCc2nc3c(C)nn(-c4ccc(C)cc4)c3n(C)c2=O)c1
 : ·, ·, 1%, 0%, -3%, 9, ·
O=C(Nc1ccc2c(c1)C(=O)NC2=O)c1cccc(C(F)(F)F)c1
 : -28%, 0%, -10%, -1%, ?, -25, -1%
OCCNc1nc(OCC(F)(F)F)nc(N2CCN(C34CC5CC(CC(C5)C3)C4)CC2)n1
 : -8%, 3%, -4%, 0%, -1%, 7, -10%
COc1ccc(/C(C)=N/Nc2ccc(C(=O)O)cc2)c(OC)c1
 : -26%, -20%, -21%, 11%, -18%, 86, 1%
Cn1cc(CNC(=O)Nc2ccc3c(c2)OCO3)cn1
 : -9%, -2%, -22%, -13%, 3%, 30, 1%
CS(=O)(=O)c1ccc(Cl)c(NC(=O)COC(=O)COc2ccc3c(c2)CCC3)c1
 : -2%, -5%, 1%, 2%, -1%, -16, ·
O=C(Cc1ccccc1)N1CCN(C(=O)c2cccs2)CC1
 : -8%, 1%, -2%, -8%, ?, -7, 1%
CC[C@@]1(C(=O)OC)N[C@H](CN(C)C(=O)c2ccc(C)cc2)[C@@H]2C(=O)N(Cc3ccccc3)C(=O)[C@@H]21
 : 80%[activator], 7%, ·, -1%, ·, -6, ·
Cc1ccc(Oc2nnc(-c3ccccc3)c3ccccc23)cc1
 : -16%, -9%, -1%, -19%, -16%, -37, 5%
O=C(NCCS(=O)(=O)c1ccc(Cl)cc1)c1ccc(F)cc1
 : -17%, 12%, 1%, -5%, 5%, ?, -2%
CN1CCn2cnc(C(=O)NCCCCCNC(=O)OC(C)(C)C)c2C1=O
 : ·, 6%, ·, -3%, ·, -11, ·
COc1ccc(C2CC(=O)Nc3c2c(C)nn3-c2nncc(-c3ccc(C)cc3)n2)c(OC)c1OC (stereo not given)
 : ·, ·, -6%, -12%, ?, 0, ·
COc1ccc(/C=C/C(=O)OCC(=O)NCCC2=CCCCC2)cc1S(=O)(=O)N1CCOCC1
 : 134%[activator], 7%, -3%, 1%, -1%, -35, 3%
COc1ccccc1N1CCN(C(=O)COc2cc(C)cc3oc(=O)cc(C)c23)CC1
 : -6%, 6%, -1%, 5%, 3%, 9, 4%
O=C(CCc1nc2cccnc2n1Cc1cccs1)Nc1cccc(Cl)c1
 : ·, ·, -12%, 0%, -7%, -14, ·
COc1ccc(Cl)cc1NC(=S)N(Cc1ccc(C(=O)O)cc1)Cc1ccc(OC)c(OC)c1
 : -2%, -12%, -8%, -25%, 0%, -36, 1%
Cc1ccccc1-n1c(SCC(=O)Nc2c(C)cccc2C)nc(O)cc1=O
 : -46%, -8%, 7%, -1%, 2%, -36, 10%
CC(C)C(=O)NNC(=O)CN1CCN(c2nc(-c3ccccc3)cs2)CC1
 : -12%, 86%[activator], 16%, -8%, -7%, 13, 5%
COc1ccc(/C=N/n2cnn(Cc3ccccc3Cl)c2=S)cc1OC
 : 82%[activator], 14%, 12%, 5%, ?, -36, -3%
O=C(Nc1ccccc1)C(Cc1ccccc1)NC(=O)C12CC3CC(CC(C3)C1)C2 (stereo not given)
 : -21%, -5%, 17%, 3%, -10%, 1, 3%
N#C/C(C(=O)N1CCOCC1)=C1/SC(Cc2ccc(F)cc2)C(=O)N1c1ccccc1 (stereo not given)
 : -31%, -10%, -23%, 6%, ?, -10, 1%
CCOC(=O)c1ccc(-n2ncc(C(=O)OCC)c2N)cc1
 : -15%, -6%, 0%, 1%, -13%, -30, -3%
O=C(c1csc(Nc2cccc3ccccc23)n1)N1CCCC1
 : -22%, 4%, 1%, -17%, -9%, 0, 3%
CN(CC(=O)Nc1cc(S(=O)(=O)N2CCCC2)ccc1Cl)Cc1cccs1
 : 18%, 32%[activator], 5%, 1%, 1%, -10, 9%
CCN(CC)S(=O)(=O)c1ccc(Cl)c(C(=O)OC)c1
 : -12%, 10%, -1%, 1%, 4%, 27, -2%
Cc1cc(C)c(S(=O)(=O)N(CC(=O)N2CCCC2)C2CCCCC2)c(C)c1
 : ·, 14%, 3%, -15%, -4%, ?, 6%
